Screening data (PubChem)
Bcl-xL primary: inhibitors of human Bcl-xL, primary screen, biochemical, fluorescence polarization, HTS; 320,000 tested, 0.7% active; AID 2129, 2009; inhibition, % at 10.9 µM; GST-Bcl-xL / FITC-Bim BH3 peptide fluorescence polarization;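 active = inhibition above the mean of all tested compounds plus 3 SD, cutoff set per campaign, cut at about 30% in these data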;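 also: 0% = DMSO wells and 100% = unlabeled Bim-BH3 peptide competitor; inhibitors lower millipolarization by displacing the labeled peptide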
Target sequence (Q07817 whole entry, looked up): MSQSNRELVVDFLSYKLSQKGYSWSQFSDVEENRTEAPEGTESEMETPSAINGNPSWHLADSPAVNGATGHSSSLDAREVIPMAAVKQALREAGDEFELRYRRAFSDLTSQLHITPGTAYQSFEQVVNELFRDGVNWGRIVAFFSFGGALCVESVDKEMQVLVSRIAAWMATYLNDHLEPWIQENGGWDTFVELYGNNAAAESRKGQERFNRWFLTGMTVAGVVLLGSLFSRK
MCL1 BIM primary: inhibitors of MCL1 binding to BIM-BH3, primary screen, biochemical, fluorescence polarization; inhibition, % at 10.9 µM; GST-MCL1 / FITC-Bim-BH3 fluorescence polarization; AID 2057, 2009; 320,000 tested, 0.68% active; Induced myeloid leukemia cell differentiation protein Mcl-1 (Homo sapiens), Q07820;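 active = inhibition above the mean inhibition of all tested compounds plus 3 SD, set per campaign, cut at about 40% in these data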;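 also: 0% = DMSO wells and 100% = unlabeled Bim-BH3 peptide control; higher means more loss of mP so more displacement of Bim peptide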
Target sequence (Q07820 whole entry, looked up): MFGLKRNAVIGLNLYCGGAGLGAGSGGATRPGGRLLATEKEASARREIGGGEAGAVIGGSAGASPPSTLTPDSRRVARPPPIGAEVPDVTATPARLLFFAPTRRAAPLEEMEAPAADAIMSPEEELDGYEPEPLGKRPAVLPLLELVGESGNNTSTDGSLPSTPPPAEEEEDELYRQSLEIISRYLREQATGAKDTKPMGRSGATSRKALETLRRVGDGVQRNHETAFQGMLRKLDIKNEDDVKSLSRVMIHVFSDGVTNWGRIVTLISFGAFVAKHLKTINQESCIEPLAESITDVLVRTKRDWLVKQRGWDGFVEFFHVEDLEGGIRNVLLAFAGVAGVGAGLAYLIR
GRK2 aptamer HTS: compounds blocking aptamer binding on GRK2 – biochemical, human GRK2, bead flow cytometry, HTS, primary screen. Beta-adrenergic receptor kinase 1 (Homo sapiens), P25098. FAM-aptamer displacement from GRK2. inhibition of aptamer binding, % at 10 µM. 330,000 tested, 0.59% active. AID 488847, 2010;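 active = inhibition of aptamer binding above 40%, roughly 3 SD of noise, on plates passing a quality check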;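 also: median bead fluorescence of bound FAM aptamer so fluorescent compounds give negative values; no value below 0 was filed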
GLD-1 TGE inh: GLD-1/TGE RNA complex disruptors, primary screen, biochemical, fluorescence polarization. inhibition, % at 5.96 µM. purified GLD-1 + fluorescein TGE RNA. Female germline-specific tumor suppressor gld-1 (Caenorhabditis elegans), Q17339. 320,000 tested, 0.44% active;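 active = percent inhibition above a per-plate cutoff, the plate mean of test compounds plus 3 SD, cut at about 30% in these data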;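 also: 0% = DMSO wells with GLD-1 and probe and 100% = wells lacking GLD-1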
Efflux pump inh: inhibitors of Candida efflux pumps in yeast, primary screen, S. cerevisiae, Nile Red, multiplex; 330,000 tested, 0.44% active; AID 485275, 2010; inhibition, % at 10 µM; S. cerevisiae Candida pump triplex;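 active = plate passing quality check with inhibition over a set limit, or well fluorescence over plate mean plus 4 SD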;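 also: Nile Red retained in pooled yeast measured as flow cytometry median fluorescence; 0% = buffer negative control and 100% = Enniatin B positive control; higher means more Nile Red kept so more efflux inhibition; some compounds called inactive have numbers as strong as hits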
PME-1 primary: PME-1 inhibitors via competitive probe labeling, primary screen, biochemical, fluorescence polarization, FP-Rh probe, HTS. Protein phosphatase methylesterase 1 (Homo sapiens), Q9Y570. recombinant PME-1. inhibition, % at 5.9 µM. 320,000 tested, 0.53% active. AID 2130, 2009;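 active = inhibition above the campaign mean of all compounds plus 3 SD, cut at about 26% in these data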;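 also: competitive labeling of PME-1 active site by serine hydrolase directed probe; 0% = PME-1 with DMSO and 100% = wells lacking PME-1 enzyme; inhibitors block probe labeling so polarization falls and inhibition rises; many of its hits are not listed in these tables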
VLA-4 inh: inhibition in human VLA-4 binding assay, primary screen, VLA-4 allosteric modulator project, MLPCN library, flow cytometry, VLA-4 expressing cells. Integrin alpha-4 (Homo sapiens), P13612. ligand binding flow cytometry. inhibition, % (about 7 µM as worked out from the volumes in the protocol). 330,000 tested, 0.2% active. AID 2557, 2010; in the data active = inhibition above about 50%
Fam108B counter: mouse Fam108B serine hydrolase inhibitors, primary screen, counter-screen for RBBP9 inhibitor project, biochemical, fluorescence polarization. recombinant Fam108B, FP-Rh probe fluorescence polarization. inhibition, % at 9.51 µM. 300,000 tested, 0.33% active. AID 1947, 2009;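 active = inhibition above the screen mean inhibition plus 3 SD, computed separately per campaign, cut at about 18% in these data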;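 also: inhibitors lower polarization as less probe binds the enzyme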
MEX-5 binding: MEX-5 zinc finger RNA-binding disruptors – biochemical, C. elegans, fluorescence polarization, MLPCN library, primary screen; Zinc finger protein mex-5 (Caenorhabditis elegans), Q9XUB2; MEX-5/FITC-TCR2 RNA binding; hits give low values; 300,000 tested, 0.38% active; activity score (negative = inhibition of binding), % at 10 µM; AID 1832, 2009;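 active = inhibition past about -25% in most replicates, and total fluorescence under double the plate's negative control median, limit read from the data; inconclusive = replicates evenly split on the limit, or fluorescence at least double controls; inactive = too little inhibition in most replicates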;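 also: 0% = DMSO and -100% = 5 µM competing unlabeled TCR2 RNA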
Target sequence (Q9XUB2 whole entry, looked up): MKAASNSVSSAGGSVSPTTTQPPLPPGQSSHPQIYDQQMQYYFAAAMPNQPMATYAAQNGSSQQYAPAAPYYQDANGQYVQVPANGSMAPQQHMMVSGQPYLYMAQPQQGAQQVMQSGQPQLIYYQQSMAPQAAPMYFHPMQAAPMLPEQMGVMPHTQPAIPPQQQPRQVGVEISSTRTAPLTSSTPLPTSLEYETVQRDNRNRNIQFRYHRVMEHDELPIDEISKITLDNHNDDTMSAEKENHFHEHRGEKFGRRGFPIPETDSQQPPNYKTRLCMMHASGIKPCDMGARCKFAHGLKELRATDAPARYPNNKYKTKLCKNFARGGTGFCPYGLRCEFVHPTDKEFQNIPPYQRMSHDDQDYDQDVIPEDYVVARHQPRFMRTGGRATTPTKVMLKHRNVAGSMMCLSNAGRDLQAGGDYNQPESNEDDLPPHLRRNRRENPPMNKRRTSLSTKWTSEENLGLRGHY
Starred values were filed as active, the others as inactive; ? = inconclusive; / = no result given. These rows are one share of the data, so the mix of outcomes need not match the whole.

SMILES	Bcl-xL primary	MCL1 BIM primary	GRK2 aptamer HTS	GLD-1 TGE inh	Efflux pump inh	PME-1 primary	VLA-4 inh	Fam108B counter	MEX-5 binding
COc1ccccc1NC(=O)C(C)Nc1ccc(C)c(Cl)c1 (stereo not given)	0	-8	0	1	0.1	-2	4	-1	/
O=C(OCC(=O)N1CCCC1)c1cc2c(cc1[N+](=O)[O-])OCCO2	0	7	2	-5	0.1	1	4	/	/
COc1ccc(N(C)S(=O)(=O)c2cccc(C(=O)OCC(=O)c3c(N)n(C)c(=O)n(C)c3=O)c2)cc1	/	/	3	5	0.2	/	-6	/	/
CCn1c(SCC(=O)Nc2ccccc2C(=O)OC)nnc1-c1cccc(C)c1	4	-6	0	3	0.0	1	6	1	1.4
COc1ccc(CCNC(=O)COC(=O)c2ccccn2)cc1	/	/	0	3	-0.1	/	-3	/	/
NC(=O)Cc1ccc2c(c1)[nH]c1ccccc12	-8	-12	0	-9	-0.1	-5	-13	0	2.3
COc1ccccc1C(=O)N/N=C(\C)c1cccnc1	9	8	1	3	0.1	-2	-5	-2	-0.5
O=C(c1ccc(Cl)cc1)N1CCN(S(=O)(=O)/C=C/c2ccccc2)CC1	-5	-13	0	1	-0.2	-1	0	/	/
COC(=O)c1ccc(S(=O)(=O)N2CCc3ccccc3C2)cc1	-4	6	0	4	0.4	-5	12	4	2.3
CS/C(=N\N(C)C(N)=O)c1ccccc1	7	7	6	3	0.1	2	21	3	0.0
CC1(NC(=O)CC(c2ccccc2)(c2ccccc2)c2ccccc2)CCN(Cc2ccc(-c3ccccc3)cc2)C1=O (stereo not given)	/	/	3	4	0.2	/	7	/	/
COc1ccc(N2CCN(CCNC(=O)Nc3ccc(C)cc3Cl)CC2)cc1	4	-3	2	-1	-0.1	-5	25	-3	0.5
COc1ccc(CCNC(=O)C2CCN(S(=O)(=O)c3ccc(Cl)cc3)CC2)cc1OC	0	3	2	5	0.1	5	-14	2	0.2
CCOC(=O)N1CCN(C(=O)C2CC(c3ccc(F)cc3)=NO2)CC1 (stereo not given)	1	-2	0	4	0.2	0	19	0	-0.2
CCc1noc(C)c1C(=O)Nc1ccc(S(=O)(=O)N2CCC(C)CC2)cc1	4	-6	0	-1	-0.1	-1	15	-2	-0.7
Cc1ccc(-c2cc(C(=O)O)c3sc(N4CCCCC4)nc3n2)cc1	-2	-15	0	-6	-0.1	-48	-38	-16	-2.2
COc1ccc(CC(=O)Nc2cccc(-c3ccc4nnc(C)n4n3)c2)cc1	5	3	1	6	-0.2	-2	-3	5	1.1
Cc1ccc(S(=O)(=O)Cn2nnnc2C(c2ccccc2)N2CCN(c3ccccc3)CC2)cc1 (stereo not given)	4	4	1	3	-0.2	0	2	1	-0.3
Cc1ccc(S(=O)(=O)N(C)C)cc1NC(=O)c1n[nH]c(=O)c2ccccc12	-2	-6	1	4	0.0	7	-2	-5	-1.1
Cc1nc2c(-c3ccc(Cl)cc3)cnn2c2c1CCC2	1	-11	1	5	-0.2	-5	4	-4	-1.9
Cc1ccc(Nc2nnc(SCC(=O)c3ccc(Br)s3)s2)c(C)c1	0	-11	0	-6	0.3	-16	-36	-9	0.9
COc1ccc(CN(C(=O)c2snc(C(N)=O)c2N)C(C(=O)NC2CCCC2)c2ccc(OC)c(OC)c2)cc1 (stereo not given)	4	1	1	0	-0.1	2	6	1	-2.2
CCN(CC)C(=O)c1cncc(C(=O)N(CC)CC)c1-c1ccccc1	-2	0	2	1	0.0	-4	2	-1	-1.4
O=C(COC(=O)CCc1c[nH]c2ccccc12)NC1CCS(=O)(=O)C1 (stereo not given)	3	10	2	4	-0.6	3	-1	4	2.6
N#Cc1cccc(S(=O)(=O)NCC(=O)OCC(=O)NCc2ccccc2)c1	11	1	1	-2	-0.1	-9	-3	/	/

Following part
SMILES	Bcl-xL primary	MCL1 BIM primary	GRK2 aptamer HTS	GLD-1 TGE inh	Efflux pump inh	PME-1 primary	VLA-4 inh	Fam108B counter	MEX-5 binding
COc1ccc(S(=O)(=O)NCCN2CCNC2=O)cc1OC	5	7	0	1	0.1	6	11	7	2.0
Cc1ccc(Cl)cc1NC(=O)Cn1cccc1	-3	6	0	7	0.0	1	15	5	3.7
CC(C)(C)C(=O)Nc1cc(C(F)(F)F)ccc1N1CCOCC1	5	6	1	5	0.1	-1	10	-4	0.0
CCOC(=O)c1c(-c2ccccc2Cl)csc1NC(=O)c1cc(S(=O)(=O)N2CCOCC2)ccc1C	2	2	3	5	0.6	-6	7	-7	2.6
CCS(=O)(=O)n1nc(-c2ccc(Cl)cc2)nc1SCc1ccccc1	-7	-8	1	0	0.0	-27	4	-5	-1.6
COc1cc(/C=N/NC(=O)c2ccoc2C)ccc1OCCN1CCCCC1	/	/	0	/	2.9	/	21	/	1.4
COc1ccc2c(c1)N(C)/C(=C/c1cccc[n+]1C)S2	-6	-25	1	-171	1.1*	-2	-282	-2	?
CS(=O)(=O)Nc1ccc(C(=O)Nc2ccccc2Cl)cc1	1	-1	4	-1	0.0	-1	3	-4	-0.9
CC(=O)Nc1cccc(C(=O)OCC(=O)c2ccc3c(c2)OCO3)c1	-1	0	0	0	0.2	-2	7	-2	2.2
CCCOc1ccc(Cc2nn3c(=O)/c(=C/c4ccco4)sc3nc2=O)cc1	16	18	5	3	0.0	-5	17	7	5.9
NC(=S)C1COc2ccccc2O1 (stereo not given)	2	5	3	1	0.0	1	-6	0	-1.2
CC(C)Oc1ccc(C(=O)NC(=S)Nc2ccc(Cl)c(C(=O)O)c2)cc1	8	3	0	6	-0.1	-2	-11	-3	-3.6
CCOC(=O)N1CCC(NC(=O)CCC(=O)N2CC(C)Oc3ccc(C)cc32)CC1 (stereo not given)	2	2	0	-4	0.1	7	1	-3	-1.7
CCN1CCN(CCCNC(=O)CCc2nc(-c3ccc(OC)cc3)no2)CC1	0	-6	0	0	-0.1	1	4	0	0.3
CC(C)(CO)Nc1ccc([N+](=O)[O-])cc1[N+](=O)[O-]	3	5	1	2	0.0	11	-13	0	0.2
COc1cccc(CNC(=O)Cc2c(C(=O)O)[nH]c3ccccc23)c1	4	6	0	8	0.1	1	0	4	3.5
CC(=O)Nc1cc(NC(=O)C2C3C=CC(C3)C2C(=O)O)ccc1Cl (stereo not given)	4	4	0	-3	0.0	-1	0	1	2.3
CC1(C)Cc2nc3sc(C(=O)NCCCO)c(N)c3cc2CS1	13	6	3	7	-0.1	0	-14	-2	0.6
N/C(=N\OC(=O)c1cccs1)c1cccc([N+](=O)[O-])c1	5	-4	0	3	0.2	5	8	2	-1.5
COc1ccc(C(=O)NCCN2C(=O)S/C(=C\c3cccnc3)C2=O)cc1[N+](=O)[O-]	-10	-12	1	-3	0.2	-14	4	-3	-2.7
COc1cc2cc(CN(CCCN3CCOCC3)Cc3nnnn3Cc3ccccc3)c(=O)[nH]c2cc1OC	5	5	2	1	-0.1	3	10	2	0.3
C=CCNC(=S)NNC(=O)c1ccc(OCCC)cc1	3	5	0	8	-0.2	4	8	-1	-0.3
CCN1CCN(C(=O)C2(NC(=O)Nc3cccc(F)c3)CCCCC2)CC1	3	-2	0	3	-0.1	-1	-8	3	-1.6
COc1ccccc1C1NC(=O)NC(C)=C1C(=O)OC1CCCC(C)C1 (stereo not given)	3	-2	0	4	-0.1	-1	8	-1	-1.1
COc1ccc(-c2noc(CCCC(=O)Nc3cccnc3)n2)cc1OC	4	3	/	1	0.0	1	2	1	-1.4

Further entries follow.
SMILES	Bcl-xL primary	MCL1 BIM primary	GRK2 aptamer HTS	GLD-1 TGE inh	Efflux pump inh	PME-1 primary	VLA-4 inh	Fam108B counter	MEX-5 binding
CC(=O)OCC1OC(Nc2cccc(C)c2)C(OC(C)=O)C(OC(C)=O)C1OC(C)=O (stereo not given)	4	1	0	5	0.3	-4	20	-4	1.7
C/C(=N/NC(=O)c1ccc(O)cc1)c1cccc([N+](=O)[O-])c1	2	0	0	0	0.3	-6	12	2	1.4
CC1CCCN(CCCNC(=O)C2CC(=O)N(c3ccc(F)c(Cl)c3)C2)C1 (stereo not given)	-4	-5	0	1	0.1	-3	11	-1	1.9
Cc1cc(C)n(-c2nc(C)nc(NCc3ccccc3)n2)n1	9	14	1	4	0.0	4	15	-1	2.6
CC(C)c1nc2oc3c(NCc4cccnc4)ncnc3c2c2c1CCC2	4	1	4	-3	-0.1	1	-4	5	-4.1
COc1ccc(/C=C/C(=O)OCC(=O)NC2CCCC2)c(OC)c1	-1	-3	3	2	0.2	-4	17	/	/
Clc1ccc(Cc2noc(Cc3ccccc3)n2)cc1Cl	1	1	0	0	0.0	1	7	1	4.0
CCOC(=O)C1(Cc2ccccc2Cl)CCN(S(C)(=O)=O)CC1	3	-1	1	7	0.0	2	11	-3	2.1
COCCCn1c(-c2cccc(Cl)c2)nc2c1c(=O)[nH]c(=O)n2Cc1ccccc1	-4	-7	1	-4	0.0	8	7	2	-1.2
Cc1onc(-c2ccccc2Cl)c1C(=O)Nc1cccc2nsnc12	-2	-9	1	-8	0.2	-3	-2	2	0.4
COc1ccc(N2CCn3c2nc2c3c(=O)n(CCCc3ccccc3)c(=O)n2C)c(OC)c1	8	8	2	0	0.7	2	7	4	-0.3
O=C(CCS(=O)(=O)Cc1ccc(Cl)cc1)NCCCN1CCOCC1	5	5	1	5	0.1	4	6	4	0.4
COC(=O)c1ccc(OC(=O)/C=C/c2ccco2)cc1	0	6	5	3	0.2	4	1	-3	-1.8
O=C(NCc1ccccn1)c1cc2ccccc2oc1=O	6	10	2	5	-0.1	1	-6	5	0.3
c1ccc(CCc2nc(-c3ccccn3)no2)cc1	-3	2	11	4	0.0	-2	23	-1	0.6
O=C1c2cccnc2C(Nc2ccc(Cl)cc2)N1Cc1cccs1 (stereo not given)	6	10	7	5	0.0	-2	1	3	-2.1
CCOc1ccccc1CNS(=O)(=O)c1cc(-c2cc(C)no2)ccc1C	9	9	5	2	0.3	3	-10	-2	0.3
COc1nccnc1NS(=O)(=O)c1ccc(NS(=O)(=O)c2ccc(NC(C)=O)cc2)cc1	4	-1	8	2	-0.1	3	-7	5	-4.5
O=C(Cn1c(-c2ccccc2)noc1=O)NCc1ccccc1	5	6	0	13	0.1	5	-5	1	-2.3
O=c1c2nccnc2[nH]c(=S)n1Cc1ccccc1	-1	3	0	4	0.3	-3	-4	-2	-5.6
O=C(NCCSc1ncc(-c2ccc(F)cc2)[nH]1)c1ccco1	3	-1	1	13	0.0	2	10	-1	0.6
Cc1cc(C)c(/C=C(\C#N)S(=O)(=O)c2ccccc2)[nH]1	-2	-6	0	4	0.1	0	5	-5	-2.9
N#C/C(=C/c1cc(Cl)c(O)c(Cl)c1)C(=O)N1CCCCC1	6	4	0	5	-0.2	2	-2	-3	-1.4
Cc1ccc(S(=O)(=O)Nc2cc(C)c(O)c(Sc3n[nH]c(C)n3)c2)cc1	9	2	4	-7	-0.2	1	21	-2	-1.3
